Bim-Bcl-2 = disrupts Bim peptide binding to human Bcl-2. P10415. Bead-based flow cytometry, Bim peptide-Bcl-2 binding. inhibition, % at 10 µM. hit rate 0.06% among 190,000; in the data active = inhibition above about 40%; inconclusive = no clear call, values can overlap the other calls;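 note: 0% = no compound wells with probe peptide and 100% = reference peptide inhibitor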
Target sequence (P10415 whole entry, looked up): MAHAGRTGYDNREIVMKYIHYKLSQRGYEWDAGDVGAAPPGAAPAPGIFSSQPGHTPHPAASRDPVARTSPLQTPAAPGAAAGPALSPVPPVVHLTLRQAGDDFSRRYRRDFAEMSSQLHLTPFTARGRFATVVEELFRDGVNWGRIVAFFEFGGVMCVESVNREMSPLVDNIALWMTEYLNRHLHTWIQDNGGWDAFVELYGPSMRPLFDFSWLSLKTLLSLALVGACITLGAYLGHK
Mcl1-Noxa inh = Mcl-1/Noxa interaction inhibition | inhibition, % at 21.7 µM | TR-FRET Mcl-1/Noxa peptide binding, 2 h | Q07820 | hit rate 1.5% among 220,000;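 active = compounds that cut the protein-peptide binding signal by more than 50% relative to plate controls in a single-dose test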;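 note: His-tagged Mcl-1 with rhodamine Noxa BH3 peptide and terbium anti-His antibody; 0% = Mcl-1 plus Noxa peptide wells and 100% = peptide-only wells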
RGS4-Gao reg = modulates binding of RGS4 to human Galphao; Multiplexed bead flow cytometry; actives lie on both sides; binding response (% of control), % at 10 µM; hit rate 0.33% among 220,000; AID 1415; in the data active = binding response below about 49% or above about 150%; inactive = in between;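 note: fluorescent Galphao activated with aluminum fluoride binding bead-coupled RGS4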
Target sequence (P09471 whole entry, looked up): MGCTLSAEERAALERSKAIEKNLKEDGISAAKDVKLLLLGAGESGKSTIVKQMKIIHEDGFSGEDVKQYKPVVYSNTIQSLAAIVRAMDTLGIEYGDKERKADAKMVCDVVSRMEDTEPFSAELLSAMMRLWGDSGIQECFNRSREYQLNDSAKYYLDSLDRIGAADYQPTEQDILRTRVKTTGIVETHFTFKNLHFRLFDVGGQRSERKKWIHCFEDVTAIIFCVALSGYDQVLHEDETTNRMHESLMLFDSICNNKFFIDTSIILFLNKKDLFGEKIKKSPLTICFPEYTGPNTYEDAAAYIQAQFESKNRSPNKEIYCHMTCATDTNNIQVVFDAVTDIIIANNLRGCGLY
Bcl-XL Bim block = human Bim-Bcl-XL interaction inhibition. Q07817. Bim peptide-Bcl-XL binding, bead flow cytometry, fluorescence. inhibition, % at 10 µM. hit rate 0.04% among 190,000. AID 1007
Target sequence (Q07817 whole entry, looked up): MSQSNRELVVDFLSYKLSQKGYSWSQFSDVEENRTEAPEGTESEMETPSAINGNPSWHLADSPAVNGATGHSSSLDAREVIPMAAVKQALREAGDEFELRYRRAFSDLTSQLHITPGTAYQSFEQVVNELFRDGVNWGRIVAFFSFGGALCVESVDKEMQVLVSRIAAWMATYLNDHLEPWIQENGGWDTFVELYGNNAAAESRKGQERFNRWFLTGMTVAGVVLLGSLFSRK
Bim-Bcl-B = disrupts Bim peptide binding to human Bcl-B. inhibition, % at 10 µM. bead-based flow cytometry. hit rate 0.073% among 190,000. Q9HD36. AID 951;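 note: 0% = tracer peptide without compound and 100% = reference inhibitor peptide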
RGS7-Gao reg = regulators of human RGS7-Galphao interaction; Multiplexed bead flow cytometry, RGS7-Galphao binding; actives lie on both sides; binding response (% of control), % at 10 µM; hit rate 0.35% among 220,000; in the data active = binding response below about 49% or above about 150%; inconclusive = no clear call, values can overlap the other calls; inactive = in between;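 note: fluorescent Galphao held in activated GDP-AlF4 state binding bead-coupled RGS7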
Bim-Bcl-W = human Bim-Bcl-W interaction inhibition | Q92843 | bead-based flow cytometry, Bim peptide-Bcl-W binding | inhibition, % at 10 µM | hit rate 0.02% among 190,000 | AID 952;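 note: 0% = bound tracer without compound and 100% = peptide blocker; higher means less fluorescent Bim peptide bound to Bcl-W beads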
Mcl1 Bid PPI = Mcl-1/Bid interaction inhibition; inhibition, % at 21.7 µM; TR-FRET Mcl-1/Bid-Dy647 peptide binding, 1536-well; hit rate 0.97% among 220,000; AID 1021; Q07820;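 active = compounds that cut the binding signal by more than half at the single screening dose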;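 note: His-tagged Mcl-1 with europium anti-His antibody binding Bid BH3 peptide; 0% = Mcl-1 plus peptide wells and 100% = peptide-only wells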
RGS8-Gao reg = modulates binding of RGS8 to human Galphao; multiplexed bead flow cytometry; actives lie on both sides; response (percent of control binding), % at 10 µM; hit rate 0.34% among 220,000; P09471; in the data active = response below about 60% or above about 140%; inactive = in between;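 note: Galphao activated as the GDP aluminium fluoride complex binding bead-coupled RGS8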
Bim-Bfl-1 = inhibitors of Bim-Bfl-1 interaction, human. inhibition, % at 10 µM. Bead-based flow cytometry, Bim-Bfl-1 binding inhibition. hit rate 0.12% among 190,000. AID 1008. Q16548;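 note: 0% = wells without compound plus tracer and 100% = blocker peptide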
Bim-Mcl-1 = human Bim-Mcl-1 interaction inhibition; Q07820; Bead-based flow cytometry, Bim peptide-Mcl-1 binding; inhibition, % at 10 µM; hit rate 0.1% among 190,000; AID 1009;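 note: 0% = no compound tracer wells and 100% = peptide blocker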
* hit, by the source's call; ? = inconclusive; · = not tested or not shown. Cut-off read from the data, not from the text of the source, unless noted: active = inhibition above about 40%.

SMILES	Bim-Bcl-2	Mcl1-Noxa inh	RGS4-Gao reg	Bcl-XL Bim block	Bim-Bcl-B	RGS7-Gao reg	Bim-Bcl-W	Mcl1 Bid PPI	RGS8-Gao reg	Bim-Bfl-1	Bim-Mcl-1
CC(C)(/C=N/O)N(O)C=C1C=CC(=O)C=C1	·	-12	102	·	·	?	·	-23	103	·	·
O=C(NNc1ccc(Cl)cc1)c1cccs1	·	9	98	·	·	?	·	-17	99	·	·
COCCN1C=C2C(=O)C(C)(OC(=O)C3CCCC3)C(=O)C(c3ccccc3)=C2C=C1CCCC(=O)OC (centres undefined)	·	-25	100	·	·	?	·	-109	99	·	·
CCCOc1ccc(-c2nn(-c3ccccc3)cc2/C=C2\SC(N)=NC2=O)cc1	-1	-29	97	-3	-11	99	-4	-8	103	0	-3
O=C(NCCC1=CCCCC1)C(=O)NCc1ccncc1	2	10	99	0	-2	101	1	-19	103	-3	2
COc1ccccc1N1CCN(C(=O)c2n[nH]c3ccccc23)CC1	-4	-2	101	0	-6	105	0	-11	102	-4	2
S=C(NCCc1ccccc1)NN=C1CCCCCC1	0	-41	110	3	0	109	0	-101	107	-4	2
O=c1c2[nH]c3ccccc3c2ncn1CCN1CCOCC1	4	-18	98	0	3	102	0	-2	100	0	-1
O=C1c2ccccc2C(=O)N1CC#CCN1CCN(C(c2ccccc2)c2ccccc2)CC1	-15	22	103	-7	-9	96	0	62*	101	-12	-4
C=CCNc1oc(-c2cccc3ccccc23)nc1C#N	0	14	102	-3	0	100	1	-6	100	0	2
CCCCSc1nc(O)cc(=O)n1CC	3	6	96	-3	-1	95	-4	-41	97	-2	1
CC(C)NCC(=O)C12CC3CC(CC(C3)C1)C2	·	2	95	·	·	?	·	-8	96	·	·
Cc1onc(-c2c(F)cccc2Cl)c1C(=O)NCCO	-1	-14	116	2	2	115	1	-15	115	4	-3
CCn1c(=O)c2cc(C(=O)NCc3cccs3)sc2c2ccccc21	-1	1	105	-2	-2	102	-2	-8	104	-5	0
Cc1ccc(OCc2nnc(NC(=O)Cc3cccs3)s2)cc1	-1	9	93	3	3	89	1	7	97	-1	0
COc1ccc(C2c3[nH]c4ccccc4c3CCN2CCCn2cccn2)c(F)c1 (centres undefined)	·	15	102	·	·	?	·	-87	99	·	·
COc1cc([N+](=O)[O-])cc(/C=N/N(CCC#N)C(C)=O)c1O	0	14	103	0	-3	94	0	-25	103	-3	1
Cc1ccc(C2N(c3ccccc3)C(=S)N3CCCN23)cc1 (centres undefined)	-3	14	103	-2	0	105	0	-39	100	0	-2
CN1c2ccccc2C(C)(C)C12C=Nc1c(ccc3ccccc13)O2 (centres undefined)	-1	13	92	-2	-1	83	0	-13	81	-1	0
CNC(=O)C12CCC(C)(c3nc4cc(C)c(C)cc4nc31)C2(C)C (centres undefined)	-2	-14	108	-12	-5	106	4	11	103	-7	0
COc1ccc(NC(=O)N2c3ccc(OC)cc3C(C)=CC2(C)C)cc1	1	18	98	-3	-10	105	-1	1	88	3	0
Cc1ccc(N2CCN(C(=O)CNS(=O)(=O)c3ccc(Br)s3)CC2C)cc1 (centres undefined)	0	-3	106	-4	-4	98	0	-13	105	-6	0
CCOC(=O)C(NC(=O)CC)(Nc1ccc(S(=O)(=O)Nc2cc(C)on2)cc1)C(F)(F)F (centres undefined)	0	5	113	0	3	101	0	-17	107	-3	1
CN(Cc1ccccc1)C(=O)COC(=O)c1ccccc1Nc1ccccc1	-2	21	102	-4	-1	101	1	-4	103	-2	3
CCNC(=S)NNC(=O)C1CCN(Cc2ccccc2)CC1	-3	14	103	-4	-10	102	-4	-18	105	-5	-1
N/N=C1\CCCc2c1[nH]c1ccc([N+](=O)[O-])cc21	·	12	101	·	·	?	·	6	103	·	·
Cc1ccc(CN2CCNC(=O)C2CC(=O)O)o1 (centres undefined)	-7	-16	101	-1	-5	98	-1	-20	103	-5	-1
COC(=O)C1ON2OC(C(=O)OC)C(C(=O)OC)C2C1CC(C)=O (centres undefined)	0	-6	98	0	1	101	0	-22	100	0	3
Cc1ccc(S(=O)(=O)N2CCC(C(=O)NNC(=O)c3ccncc3)CC2)cc1	-1	5	101	-1	-2	99	0	-8	97	-3	1
N#CC(C#N)=C1C=CC=CN1/C(=C\c1ccco1)C(=O)c1ccc(-c2ccccc2)cc1	0	11	102	-3	-4	102	-3	-7	102	0	-4
CCCn1c(NC(=O)C2COc3ccccc3O2)nc2ccccc21 (centres undefined)	-7	11	97	-10	-7	90	-1	-28	98	-10	1
Cc1cc(C)n(CCc2nc(-c3cc4ccccc4o3)cs2)n1	-6	24	100	-4	-7	98	0	4	100	-10	-1
COC(=O)c1sccc1NC(=S)N1CCCCC1C (centres undefined)	-8	-6	105	-8	-9	100	-2	-29	102	-19	-4
O=C(COc1ccc(Cl)cc1)OCC(=O)N1CCCCCC1	-4	-3	103	-6	-5	105	-7	-4	101	-3	-2
CCc1nnc(NC(=O)Cc2ccc(OCc3c(C)noc3C)cc2)s1	-11	0	104	-3	-10	106	-2	-18	101	-7	0
Cc1ccccc1C(C(=O)NCc1ccccc1)N(Cc1ccco1)C(=O)c1ccccn1 (centres undefined)	2	-8	101	0	0	97	-3	-23	96	-1	3
COc1ccc2c(c1OC)C(=O)N1c3cccc(Cl)c3C(=O)OC21 (centres undefined)	2	-18	99	0	0	103	-1	0	102	0	0
Cc1ccc(CNc2ccc(N3C(=O)CC(C)C3=O)cc2[N+](=O)[O-])cc1 (centres undefined)	-6	9	103	-5	-5	107	-5	-14	104	0	-5
O=C(COc1ccc(Cl)cc1Cl)Nc1ccccc1NS(=O)(=O)c1cccs1	1	15	104	0	0	104	-1	-51	105	-3	2
Cc1noc2ncnc(N3CCN(c4ccc(F)cc4)CC3)c12	-8	9	105	-4	-2	102	-1	-30	104	-5	-1
COc1c(Cl)ccc(Cl)c1C(=O)NC(=S)N1CCOCC1	-5	4	102	-2	-5	104	0	-37	101	-3	2
CCOC(=O)c1cc(-c2ccc(OC)cc2OC)nn1-c1ccc(C(=O)O)cc1	2	5	104	-4	0	104	-1	-43	102	-3	-1
Cc1occc1C(=O)O/N=C(\N)c1ccccc1	·	13	90	·	·	?	·	-20	96	·	·
O=C(CS(=O)(=O)c1ccccc1)Nc1nc(-c2ccc(F)cc2)cs1	-3	-3	102	-3	-4	103	-3	10	100	-3	-1
CC(=O)c1cnc(Nc2ccc(C)cc2)s1	-2	1	96	-4	-6	88	-1	-31	99	-5	0
COc1cc(SC)ccc1C(=O)Nc1ncc(Cl)cc1Cl	-1	-2	101	-3	-4	102	-3	38	104	-4	0
CCOC(=O)c1c(CC(C)C)csc1/N=C/C1C(=O)CCCC1=O	-2	12	96	0	-5	?	-3	-54	95	-5	-1
Fc1ccc(CN2CCCCCCC2)c(F)c1	-11	21	100	-7	-5	97	0	14	100	-11	0
CN(C)CCn1c(=S)[nH]c2ncccc2c1=O	-6	20	99	-2	-8	95	1	-18	98	-3	-3
O=C(CCCCCN1C(=O)CCC1=O)Nc1ncn[nH]1	-8	11	99	-21	-8	107	-4	-1	109	-14	-4
Cn1c(=O)cc(OCC(=O)NCCCN2CCN(c3ccccc3F)CC2)c2ccccc21	-6	7	101	-2	-2	99	0	-6	102	-5	0
CN1C2=C(C#N)C(c3ccccc3)(C(F)(F)F)NC(=O)N2c2ccccc21 (centres undefined)	-11	6	109	-2	-9	106	-2	-20	105	-7	0
Cn1cccc1/C=C1\SC(=S)N(CC(=O)O)C1=O	4	13	98	-1	2	99	-1	-54	99	1	0
CCn1c(=O)cc(OCC(=O)NCCCN2CCN(c3cccc(Cl)c3)CC2)c2ccccc21	-4	7	99	1	-3	95	1	8	101	-4	0
COc1ccc(C(=O)/C=C/c2ccc(OC3CSC3)cc2)cc1OC	-1	8	104	-6	-6	103	-1	1	99	0	-3
CCCN(CCC)C(=O)c1cc([N+](=O)[O-])cc2c1-c1ccc([N+](=O)[O-])cc1C2=C(C#N)C#N	·	16	98	·	·	?	·	38	99	·	·
CCOC(=O)c1[nH]c2c(c1C)C(=O)CC(c1ccc(N(C)C)cc1)C2 (centres undefined)	-8	23	98	-4	-7	97	0	-33	99	-11	-2
CN(C)CC#Cc1cncc(C(=O)NNC(=O)Nc2ccc(Cl)cc2)c1	·	23	105	·	·	?	·	-33	105	·	·

Screens: PubChem BioAssay, several laboratories
